# Shn3 inh set2 = reduces Shn3 3'UTR luciferase signal in osteoblasts; Clone20 osteoblast Shn3 3'UTR firefly luciferase, 24 h; inhibition, % at 12.5 µM; 360,000 compounds, 0.52% hits; AID 588674;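 active means mean inhibition of at least 75% with every replicate also reaching 75%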;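 further: 0% = median of neutral control wells and 100% = pilot-screen positive control compound; some compounds past the cut are filed as inactive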
# NR2E3 ag-1 = activates human photoreceptor nuclear receptor NR2E3. Q9Y5X4. GST-NR2E3/biotin-RetCOR TR-FRET, 1536-well. inhibition of corepressor binding, % at 4.78 µM. 320,000 compounds, 0.12% hits. AID 2300;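 active means percent inhibition above the cutoff of mean plus 3 SD of all tested compounds, set per screening campaign, cut at about 20% in these data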;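 further: 0% = DMSO wells and 100% = biotin wells as full block of FRET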
# Target sequence (Q9Y5X4 whole entry, looked up): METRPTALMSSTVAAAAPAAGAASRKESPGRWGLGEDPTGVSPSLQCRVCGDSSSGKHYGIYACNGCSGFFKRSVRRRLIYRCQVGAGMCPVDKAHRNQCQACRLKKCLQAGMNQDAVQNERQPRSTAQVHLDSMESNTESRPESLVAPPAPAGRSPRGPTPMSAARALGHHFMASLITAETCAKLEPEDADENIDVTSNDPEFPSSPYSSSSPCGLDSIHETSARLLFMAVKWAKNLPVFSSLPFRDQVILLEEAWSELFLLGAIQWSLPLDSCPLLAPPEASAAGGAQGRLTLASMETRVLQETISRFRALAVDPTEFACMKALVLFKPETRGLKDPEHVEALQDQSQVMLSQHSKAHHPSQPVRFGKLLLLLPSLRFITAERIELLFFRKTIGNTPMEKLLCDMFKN
#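 System: GST-tagged NR2E3 plus biotinylated RetCOR corepressor; Amount: 1.35 nM GST-tagged NR2E3 final; Dosing: single nominal compound dose of 4.8 µM; Schedule: 5 h incubation at 4 °C; Technique: TR-FRET with europium anti-GST and streptavidin-D2, 340 nm excitation; Controls: biotin wells as high control, 0.6% DMSO wells as low control.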
# PDI turbidity = inhibitors of human protein disulfide isomerase | P07237 | PDI insulin aggregation turbidity, A650, 90 min | inhibition, % at 10 µM | 350,000 compounds, 0.052% hits | AID 588391;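 active means mean inhibition across replicates of 30% or more, whatever share of single replicates reach that level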;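 further: absorbance from insulin aggregation driven by PDI reduction with DTT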
# HIF-2a block = blocks HIF-2a reporter activity | 786-0 RCC cells HIF-2a reporter, luciferase luminescence, overnight | inhibition, % at 18.8 µM | 360,000 compounds, 0.72% hits | AID 624352;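 active means inhibition of the luminescence signal of 40% or more relative to plate controls, in a single-dose primary screen at 18.75 µM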
# CaV13 ICDI inh = Primary screen for inhibitors of IQ motif and Ca2+-dependent inactivation inhibitor domain binding in CACNA1D, Förster resonance energy transfer in living cells, …; 340,000 compounds, 0.098% hits; AID 743397; HEK cells, CFP/YFP FRET ICDI-IQ, plate reader, 10 min; percent FRET-ratio fall versus neutral wells; inhibition, % at 12.3 µM;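 active means mean replicate inhibition of at least 30% and at least 1% of replicates passing that level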;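 further: 0% = median of the neutral control wells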
# Peg3 prom inh = reduces Peg3 promoter-driven luciferase expression in HeLa; 360,000 compounds, 1.7% hits; HeLa PEG-Prom luciferase reporter, luminescence, overnight; inhibition, % at 20 µM; AID 588405;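 active means inhibition of at least 50% at 20 µM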
# m5-HT2A agonist = agonists of mouse serotonin 5-HT2A receptor (HTR2A); activation, % at 7.6 µM; CHO-K1 mHTR2A beta-arrestin complementation, luminescence; percent of 30 µM serotonin response; 360,000 compounds, 0.66% hits;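 active means activation above a run cutoff, the mean activation of all tested compounds plus 3 SD, cut at about 14% in these data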;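 further: 0% = plate median of compound wells and 100% = 30 µM serotonin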
# Target sequence (P35363 whole entry, looked up): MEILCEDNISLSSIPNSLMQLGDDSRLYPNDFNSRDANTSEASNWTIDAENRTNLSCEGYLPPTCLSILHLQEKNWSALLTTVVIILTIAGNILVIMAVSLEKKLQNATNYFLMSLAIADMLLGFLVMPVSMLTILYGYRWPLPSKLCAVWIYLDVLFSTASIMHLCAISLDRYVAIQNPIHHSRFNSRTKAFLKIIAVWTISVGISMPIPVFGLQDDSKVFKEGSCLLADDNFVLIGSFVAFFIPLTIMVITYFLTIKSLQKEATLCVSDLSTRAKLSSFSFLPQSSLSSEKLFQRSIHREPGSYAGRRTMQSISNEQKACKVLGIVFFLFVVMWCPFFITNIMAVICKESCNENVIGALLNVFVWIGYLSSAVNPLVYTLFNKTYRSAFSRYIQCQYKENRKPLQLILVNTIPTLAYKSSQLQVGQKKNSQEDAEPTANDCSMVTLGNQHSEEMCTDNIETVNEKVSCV
# Cardio protect = modulators protecting cardiomyocytes from myocardial damage. H9c2 cardiomyocytes, H2O2 injury protection, ATPLite, 2 h. protection from H2O2 cell death, % at 20 µM. 360,000 compounds, 0.63% hits;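 active means compounds giving at least 50% protection of heart cells from peroxide-induced death in the single-dose screen, raw or plate-pattern-corrected value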;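 further: 0% = DMSO wells with peroxide and 100% = DMSO wells without peroxide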
# MITF TRPM1 inh = MITF TRPM1 promoter inhibition in SK-MEL-5 cells; SK-MEL-5 TRPM1 promoter luciferase, 24 h; inhibition, % at 12.5 µM; 330,000 compounds, 0.83% hits;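 active means mean inhibition across replicates of 60% or more, whatever share of single replicates reaches that level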; further: values of inactives mirror those of a sister screen read the other way
# NR2E3 ag-2 = human photoreceptor-specific nuclear receptor agonism; CHO-S Gal4-NCOR/VP16-NR2E3 two-hybrid, luciferase; inhibition of corepressor binding, % at 3.98 µM; AID 602229; 360,000 compounds, 0.35% hits; Q9Y5X4;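 active means inhibition above the mean of all tested compounds plus 3 SD, cut at about 70% in these data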;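 further: 0% = DMSO with NR2E3 transfected cells and 100% = cells lacking NR2E3 construct; higher means lower luciferase signal from less NR2E3 corepressor binding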
# hiPSC survival = enhancers of human iPSC single-cell survival. hiPSC single-cell survival, ATPlite luminescence; 100% = ROCK inhibitor wells, 0% = DMSO. survival enhancement, % at 20 µM. 360,000 compounds, 0.044% hits. AID 602274; in the data active means survival enhancement above about 18%;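 further: cells exposed to compounds for 16 hours before the ATP read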
# Active calls of the source: *; · = not tested or not shown. The order is random; any-hit rate near 3.9%.
# Below each compound – m5-HT2A agonist	NR2E3 ag-2	Shn3 inh set2	HIF-2a block	PDI turbidity	CaV13 ICDI inh	Cardio protect	NR2E3 ag-1	hiPSC survival	Peg3 prom inh	MITF TRPM1 inh
- CC(C)(C)OC(=O)NNC1CC(=O)N(c2ccccc2F)C1=O (centres undefined)
  -1	-5	-7	16	-2	-4	5	2	0.5	-5	7
- Oc1cccnc1CN1CCCCC1
  10	-14	3	9	-21	-10	2	·	0.7	11	·
- CCN1CCN(c2sc(S(=O)(=O)CC)nc2S(=O)(=O)c2ccc(C)cc2)CC1
  2	5	2	7	9	-10	12	·	-1.2	18	·
- COCCNC(=O)Cn1c(=O)n(C)c2ccccc21
  -2	4	-10	13	-8	-5	4	-5	7.1	3	4
- CCCCCCCCOC(=O)c1nc(Cl)c(Cl)c(N)c1Cl
  0	15	26	13	6	-5	-10	-1	-2.4	11	11
- CCCC1(C(=O)OC)NC(c2ccc(OC)c(OC)c2)C2C(=O)N(c3cccc(C(C)=O)c3)C(=O)C21 (centres undefined)
  8	-45	-15	13	7	-2	2	1	0.5	13	2
- O=C(NC(Cc1ccccc1)c1ccc2c(c1)OCCCO2)c1ccc(F)cc1 (centres undefined)
  -2	-14	-10	-30	-1	-5	-1	0	1.2	-33	-12
- Cc1ccc(C2=C(CC(=O)O)C(=O)CC2)cc1
  2	-8	-21	17	-2	-4	3	3	-1.2	4	13
- Cc1cccc2c(=O)cc(C)n(CC(=O)N3CCOCC3)c12
  -1	-2	-4	13	10	·	-1	2	-0.2	22	-6
- COc1ccc(NC(=O)Nc2ccc(C(C)C)cc2)cc1
  1	-38	-14	-139	7	-19	-5	2	-0.6	-96	-18
- CNC(=S)N/N=C/c1cccc(OCc2ccccc2F)c1
  0	-8	-20	-172	-27	-4	-25	0	-0.3	-127	-22
- CCn1c(=O)n(CC)c2cc(S(=O)(=O)Nc3c(C)cccc3C)ccc21
  0	1	9	8	-9	-5	-2	2	0.2	21	-5
- CCCn1c(SCC(=O)c2cc(OC)ccc2OC)nnc1C(C)C
  -5	-22	8	8	-2	0	10	1	-1.0	24	-3
- CN(C)S(=O)(=O)c1ccc(Cl)c(C(=O)NCc2ccco2)c1
  0	-9	-12	0	-5	-5	0	-2	5.2	16	-1
- CCOc1ccc(-c2cc(C(=O)O)c3ccccc3n2)cc1
  1	-87	-10	-120	-1	-4	-15	3	-3.3	-142	6
- CCCn1nnnc1NCc1cccc(OC)c1OC
  9	1	-3	13	1	-19	9	-1	-0.1	4	-7
- CC1CCCN(S(=O)(=O)c2ccc(NC(=O)[C@@H]3CCCN3C(=O)c3cccs3)cc2)C1 (some centres undefined)
  0	-36	13	6	-8	-6	-2	1	-0.2	6	-3
- C/C(O)=C(\C#N)c1nnc2n1CCCCC2
  -2	2	-23	-23	4	-5	-5	-2	0.6	-2	-4
- Cc1ccccc1S(=O)(=O)NC(=O)C1(C)CCN1C(=O)C1(c2ccc(Cl)cc2)CC1 (centres undefined)
  3	-4	9	2	16	-9	3	·	-0.1	16	·
- O=C(O)Cc1ccc(C(=O)c2ccccc2)s1
  0	-12	·	10	1	-5	1	4	-0.2	8	-10

# Record cards, from the list above:
# CN(C)S(=O)(=O)c1ccc(Cl)c(C(=O)NCc2ccco2)c1 is listed as m5-HT2A agonist: 0; NR2E3 ag-2: -9; Shn3 inh set2: -12; HIF-2a block: 0; PDI turbidity: -5; CaV13 ICDI inh: -5; Cardio protect: 0; NR2E3 ag-1: -2; hiPSC survival: 5.2; Peg3 prom inh: 16; MITF TRPM1 inh: -1
# Cc1cccc2c(=O)cc(C)n(CC(=O)N3CCOCC3)c12 is listed as m5-HT2A agonist: -1; NR2E3 ag-2: -2; Shn3 inh set2: -4; HIF-2a block: 13; PDI turbidity: 10; CaV13 ICDI inh: ·; Cardio protect: -1; NR2E3 ag-1: 2; hiPSC survival: -0.2; Peg3 prom inh: 22; MITF TRPM1 inh: -6
# COc1ccc(NC(=O)Nc2ccc(C(C)C)cc2)cc1 is listed as m5-HT2A agonist: 1; NR2E3 ag-2: -38; Shn3 inh set2: -14; HIF-2a block: -139; PDI turbidity: 7; CaV13 ICDI inh: -19; Cardio protect: -5; NR2E3 ag-1: 2; hiPSC survival: -0.6; Peg3 prom inh: -96; MITF TRPM1 inh: -18

# The list goes on.
# Below each compound – m5-HT2A agonist	NR2E3 ag-2	Shn3 inh set2	HIF-2a block	PDI turbidity	CaV13 ICDI inh	Cardio protect	NR2E3 ag-1	hiPSC survival	Peg3 prom inh	MITF TRPM1 inh
- COCC(C)n1c(SCC(=O)N2CCCCC2)nc2ccccc2c1=O (centres undefined)
  1	-14	-5	27	-2	-4	1	-2	0.2	15	6
- Cc1c(C(N)=O)sc(N)c1C(=O)OC(C)C
  5	-15	11	-20	4	-5	7	0	-1.1	-3	10
- CCC(CO)Nc1nc(CN2CCCCC2)nc2scc(-c3ccccc3)c12 (centres undefined)
  -1	-20	4	9	-3	-1	-7	0	1.3	9	-3
- COCCn1c(=N)c(C(=O)NCc2ccco2)cc2c(=O)n3cc(C)ccc3nc21
  4	8	2	4	0	10	-4	2	8.6	22	-3
- CCOc1cc(C2NC(=O)NC(C)=C2C(=O)OCC2CCCCC2)ccc1O (centres undefined)
  3	17	-13	19	1	-3	1	4	-0.2	-2	-7
- Cc1ccnc(NC(=O)CCC(=O)N(CC(=O)NC2CCCCC2)Cc2ccccc2)c1
  3	-8	8	6	-2	-5	5	4	-1.0	0	-3
- COC(=O)[C@]12CCCCC=C1N(Cc1ccccc1)C(=O)[C@H](CC(=O)N1CCSCC1)C2
  1	-12	·	16	·	-2	·	·	2.3	·	·
- COc1ccccc1/C=C/C=N/NC(=O)CN1CCN(Cc2ccccc2)CC1
  -5	19	-10	14	3	-5	-3	-1	-0.5	3	1
- CCN(C(=O)COC(=O)c1ccccc1O)c1nc2ccccc2s1
  0	-7	-8	6	-11	-9	-12	·	7.4	19	-9
- Clc1cccc(CNCCCSc2ncccn2)c1
  3	-9	-1	10	0	-2	2	-3	0.4	-5	-10
- CSCCC(NC(=O)c1ccc([N+](=O)[O-])cc1Cl)C(=O)OC(C)C(=O)NCc1ccco1 (centres undefined)
  3	10	17	7	1	-6	-9	0	0.4	1	-1
- CN(C)S(=O)(=O)NCC1CCCN(Cc2ccc(-c3ccccc3)cc2)C1 (centres undefined)
  -6	-19	2	-1	-16	-20	-1	2	-0.7	-1	8
- CCOC(=O)c1cccc(NC(=O)Cn2cc3c(n2)CCC(C)C3)c1 (centres undefined)
  2	-5	10	-17	·	-3	-11	6	2.8	7	7
- NC(=O)c1cccc(-c2ccnc3c2CC(C(=O)Nc2ccc(Cl)cc2)O3)c1 (centres undefined)
  -1	-35	44	2	-3	-5	9	·	-3.6	20	·
- Oc1cccc(CCC2CCCCN2Cc2cn[nH]c2-c2ccc3c(c2)OCO3)c1 (centres undefined)
  -7	7	-12	9	5	10	-26	6	-2.5	19	-7
- Cc1cc(Br)cc(Br)c1OCC(=O)NNC(=O)c1ccoc1C
  -5	-1	-7	0	-3	-3	-1	-6	-0.3	12	9
- O=S(=O)(NC1CCCCC1)c1ccc(F)c2ccccc12
  -1	-9	9	26	1	-9	-4	2	3.4	30	-6
- Cc1cc2c3nonc3ccc2n1-c1ccccc1
  -6	-5	-2	-18	6	-4	-5	2	-0.1	-17	-6
- COc1ccc(-c2cn(CC3CCCCC3)nn2)cc1
  7	-43	-79	-238	-2	-11	3	2	-1.5	-234	-83
- CCOc1cc(/C=N/NC(=O)CSc2cccc3cccnc23)ccc1O
  -1	35	2	4	-4	-5	-4	-7	-0.7	10	-4

# Other compounds:
# Below each compound – m5-HT2A agonist	NR2E3 ag-2	Shn3 inh set2	HIF-2a block	PDI turbidity	CaV13 ICDI inh	Cardio protect	NR2E3 ag-1	hiPSC survival	Peg3 prom inh	MITF TRPM1 inh
- Cc1ccc(-c2nc3ccc(NS(=O)(=O)c4ccccc4)cc3[nH]2)o1
  -5	-128	-37	-244	-3	-9	-12	-1	4.3	-180	-48
- COc1cccc(OC)c1C(=O)Nc1nc2ccc(S(C)(=O)=O)cc2s1
  0	-29	8	7	3	-5	4	-3	-0.7	4	3
- O=C1CSC(c2cccc(F)c2)N1c1ccccc1F (centres undefined)
  11	-28	5	15	-4	-5	2	0	1.8	12	-7
- Cn1cccc1C(=O)C(=O)Nc1ccccc1
  -5	-156	-58	-135	1	-2	-15	5	-3.0	-127	-18
- Cc1c(OCC(N)=O)ccc2c(-c3ccccc3)cc(=O)oc12
  -8	-18	-2	-9	-7	-9	6	2	-0.3	-29	-5
- CC(C)CCN(CC(=O)NC1CCCC1)C(=O)C(=O)Nc1ccc2c(c1)OCCO2
  -5	-24	0	22	7	-3	3	4	-0.1	13	·
- COC(=O)c1[nH]c2cc(OC)ccc2c1N
  1	-25	-12	-31	-1	·	-2	-11	-0.4	-24	19
- NC1=NC(=O)C(c2ccccc2)C(=O)N1 (centres undefined)
  2	1	16	18	1	-6	-2	·	0.8	7	3
- O=C(NCc1cccc(Cl)c1)C1CCC(=O)N(C2CC2)C1 (centres undefined)
  8	-1	2	-6	6	-2	2	1	-0.5	-20	-4
- Cc1ccc(N(CC(=O)NC(C)(C)C)C(=O)CCC(=O)Nc2nccs2)cc1C
  5	6	16	17	-11	-3	-4	4	0.2	6	7
- CC1CCCCN1S(=O)(=O)c1ccc(C(=O)N2CCOCC2)cc1 (centres undefined)
  1	-10	6	-1	-7	-5	1	-2	0.8	-5	-9
- CCOc1ccccc1NC(=O)CSc1nccn1-c1ccccc1
  -2	-12	1	11	2	-1	0	6	3.7	15	5
- COCC(C)N1CCC(n2nccc2NC(=O)c2ccc3c(c2)OCO3)CC1 (centres undefined)
  0	-4	-2	10	11	·	3	1	0.1	4	10
- C[C@H](CO)N1C[C@H](C)[C@@H](CN(C)C(=O)Nc2ccccc2)Oc2c(cccc2N(C)C)C1=O
  6	8	-5	5	5	-7	7	·	1.2	-8	3

# Some entries already given with just MITF TRPM1 inh, hiPSC survival and Peg3 prom inh.
smiles	MITF TRPM1 inh	hiPSC survival	Peg3 prom inh
O=C(NCc1cccc(Cl)c1)C1CCC(=O)N(C2CC2)C1 (centres undefined)	-4	-0.5	-20
Cc1ccc(N(CC(=O)NC(C)(C)C)C(=O)CCC(=O)Nc2nccs2)cc1C	7	0.2	6
CC1CCCCN1S(=O)(=O)c1ccc(C(=O)N2CCOCC2)cc1 (centres undefined)	-9	0.8	-5
CCOc1ccccc1NC(=O)CSc1nccn1-c1ccccc1	5	3.7	15
